Screens deposited in PubChem by several laboratories.
RSV CPE inhibition = RSV antiviral activity via CPE protection, HEp-2 cells, primary 10 µM value included (AID 2391). CPE inhibition, % at 10 µM; hits with a dose series show IC50 in µM. HEp-2 cells, RSV-induced CPE inhibition; higher % means a stronger effect. 310,000 compounds, 0.13% hits; in the data active = a potency from the dose series; also: strong numbers were not always called active
WT yeast gro inh = growth inhibition of WT strain, primary screen, mitochondrial fusion inhibitor project, WT and mutant strains, chemical genetic; mitochondrial fusion phenotypic screen; inhibition, % at 10 µM; 190,000 compounds, 2.1% hits; in the data active = inhibition above about 58%; tested in S. cerevisiae
XIAP antagonists = XIAP antagonists, biochemical, IAP family, fluorescence polarization (AID 1018); E3 ubiquitin-protein ligase XIAP (Homo sapiens); XIAP BIR domain, fluorescence polarization peptide displacement; higher % means a stronger effect; one-dose displacement, % at 20 µM; IC50 in µM for titrated hits; 200,000 compounds, 0.007% hits; in the data active = displacement above about 50%; also: a part of the inactive calls stands beside numbers as strong as those of hits
TNAP activation fold = human TNAP enzyme activators, primary screen, biochemical, luminescent, no phosphate acceptor, uHTS (AID 1001) | Alkaline phosphatase, tissue-nonspecific isozyme (Homo sapiens) | purified TNAP, luminescent activation assay, no phosphate acceptor; higher activation fold means a stronger effect | one-dose activation fold at 20 µM; EC50 in µM for titrated hits | 200,000 compounds, 0.03% hits; in the data active = activation fold from about 3, or a potency from the dose series; inactive = the rest, 99 in 100 with activation fold below about 1.6; also: many of its hits are not listed in these tables
Salmonella PhoP GFP = inhibitors of PhoP regulon expression, primary screen, Salmonella Typhimurium, GFP reporter (AID 1863); 300,000 compounds, 0.16% hits; S. Typhimurium PhoP-regulated promoter GFP reporter, 4 h; higher % means a stronger effect; inhibition, % at 50 µM; hits with a dose series show IC50 in µM;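 active = inhibition over 29.93%, a cutoff 3 SD above the screen mean, later confirmed by dose response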;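 also: 0% = low Mg2+ inducing control and 100% = high Mg2+ repressing control; strong numbers were not always called active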
human PMI inhibitors = human PMI inhibitors, high substrate, primary screen, biochemical, fluorescence intensity, high mannose 6-phosphate (AID 1220); Mannose-6-phosphate isomerase (Homo sapiens); recombinant PMI enzyme, coupled fluorescence intensity; higher % means a stronger effect; inhibition, % at 20 µM, or IC50 in µM where a hit was titrated; 190,000 compounds, 0.66% hits
SIAH1 antagonists = Siah-1 peptide-binding antagonists, primary screen, biochemical, fluorescence polarization, rhodamine-plectin, uHTS (AID 1817) | Siah-1 / rhodamine-plectin peptide fluorescence polarization; higher % means a stronger effect | E3 ubiquitin-protein ligase SIAH1 (Homo sapiens) | 290,000 compounds, 0.02% hits | displacement, % at 20 µM, or IC50 in µM where a hit was titrated;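 active = displacement of at least 50% at 20 µM, with a fluorescence ratio check between 0.3 and a set limit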;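 also: plate controls were Siah plus tracer with DMSO for no effect and tracer alone without Siah for full effect; strong numbers were not always called active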
PMI inhibitors = inhibitors of human PMI, primary screen, biochemical, fluorescence intensity, coupled assay (AID 1209) | Mannose-6-phosphate isomerase (Homo sapiens) | purified PMI enzyme, coupled fluorescence intensity; higher % means a stronger effect | inhibition, % at 20 µM, or IC50 in µM where a hit was titrated | 190,000 compounds, 0.42% hits;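 also: plate controls were DMSO vehicle for no effect and wells lacking substrate for full effect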
Myeloid diff 2 = induction of myeloid progenitor differentiation, primary screen, cell-based, flow cytometry, MLPCN library; 360,000 compounds, 1% hits; AID 624256, 2012; ER-HoxA9 myeloid progenitors, lysozyme-GFP differentiation; calls only at 10 µM;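 active = normalized GFP-positive differentiation at or above the plate's own cutoff, the solvent-only control mean plus 3 SD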;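 also: cells exposed to compound for four days before flow analysis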
WT yeast gro inh mutant strain = further read-out of WT yeast gro inh, marked with its call; inhibition, %; mitochondrial fusion phenotypic screen, mutant strain inhibition
Myeloid diff 2 GFP+ MAC1+ % = recorded beside Myeloid diff 2, whose call it bears; GFP+ MAC1+ double positive, %; measured here: differentiation confirmed by MAC1 staining
* marks the source's active call; other numbers are inactive results; i = inactive; nt = not tested or not shown; + = active, no number. Rule as the data show it, unless noted: active = inhibition above about 50%; inactive = the rest.

Below each SMILES: RSV CPE inhibition | human PMI inhibitors | SIAH1 antagonists | Myeloid diff 2 | PMI inhibitors | TNAP activation fold | WT yeast gro inh mutant strain | Myeloid diff 2 GFP+ MAC1+ % | Salmonella PhoP GFP | XIAP antagonists | WT yeast gro inh
[1] CCOc1ccc2c(c1)C(=NNC(=O)c1ccncc1)c1cc(OCC)ccc1-2
 : 0.2% | 15.3% | -1.9% | i | 17.0% | 1.7 | -8.0 | 0.0 | 5.1% | -6.1% | -0.6
[2] COc1ccccc1/C=N/NC(=O)c1ccc2c(c1)OCO2
 : 1.6% | nt | 2.7% | i | nt | nt | nt | 0.5 | 0.9% | nt | nt
[3] O=C(NC(NC(=S)Nc1cc(Cl)ccc1Cl)C(Cl)(Cl)Cl)c1ccco1 (stereo not given)
 : 18.8% | 8.3% | 6.4% | i | 20.0% | 0.9 | -0.1 | 5.0 | 7.9% | -3.3% | -9.5
[4] Cc1ccc(C(=O)CN2CCC(NC(=O)C3CCCCC3)CC2)cc1
 : 1.7% | -54.9% | 0.8% | i | -28.4% | 1.1 | 6.5 | 0.4 | -2.1% | -2.9% | 4.8
[5] Cc1nnc(SCC(=O)Nc2cc(S(=O)(=O)N3CCCC3)ccc2Cl)s1
 : 4.7% | nt | -6.0% | i | nt | nt | nt | 0.5 | 3.7% | nt | nt
[6] O=C(c1ccccc1F)N1CCN(c2ccc([N+](=O)[O-])c3ncccc23)CC1
 : 3.6% | 38.3% | -7.4% | i | 3.8% | 1.1 | -20.1 | 0.0 | 2.1% | 0.4% | 1.4
[7] COc1cccc(NC(=O)C2CCC(CNC(=O)[C@@H]3Cc4ccccc4CN3)CC2)c1 (stereo not given in full)
 : -0.6% | nt | -2.8% | i | nt | nt | nt | 6.3 | -1.1% | nt | nt
[8] CCCCn1c(NS(=O)(=O)c2ccccc2)c(S(=O)(=O)c2ccc(C)cc2)c2nc3ccccc3nc21
 : 14.4% | 57.6%* | i | i | 20.3% | 1.2 | 7.0 | 0.6 | 10.0% | -4.4% | 12.1
[9] CC1CCCN(c2ccc(C(=O)NCc3ccco3)cc2[N+](=O)[O-])C1 (stereo not given)
 : 5.7% | 12.0% | -0.1% | i | 2.5% | 0.9 | 8.7 | 0.0 | -2.1% | -58.4% | 32.6
[10] CN1C(=O)C(CC(=O)Nc2ccc(F)cc2)N(CCCc2ccccc2)C1=S (stereo not given)
 : nt | -9.1% | 5.8% | nt | -12.6% | 1 | 18.8 | nt | 2.7% | -6.4% | 10.6
[11] CCOc1ccc(CNC(=O)C(C)n2ccc3cc(S(=O)(=O)N4CCCC4)ccc32)cc1 (stereo not given)
 : 17.5% | nt | 4.8% | i | nt | nt | nt | 1.5 | 8.1% | nt | nt
[12] COc1cc(OC)cc(C(=O)N2CCN(c3ccccc3F)CC2)c1
 : 1.2% | 0.4% | 0.1% | i | 7.5% | 1 | 5.3 | 3.1 | 7.2% | -6.6% | -2.0
[13] CN(C)c1ccc(/C=N/N2CCN(Cc3ccccc3Cl)CC2)cc1
 : 1.0% | nt | -0.6% | i | nt | nt | nt | 0.4 | -3.0% | nt | nt
[14] CCCn1nnc2c(=O)oc3ccccc3c21
 : 2.1% | -4.1% | 3.6% | i | 2.8% | 1 | -13.7 | 0.4 | -4.9% | -4.1% | -20.1
[15] COc1ccc(N2CC(C(=O)Nc3ccc4c(c3)OCO4)CC2=O)cc1 (stereo not given)
 : 1.1% | 13.0% | 4.1% | i | 11.3% | 1.1 | -5.7 | 1.0 | 1.4% | 1.8% | 15.7
[16] O=C(CCCN1C(=O)/C(=C\c2cccs2)SC1=S)Nc1cc([N+](=O)[O-])ccc1O
 : -0.6% | nt | -10.5% | i | nt | nt | nt | 4.5 | -1.1% | nt | nt
[17] COc1ccc(OC)c(NC(=O)CCS(=O)(=O)c2cc3c(cc2C)NC(=O)CO3)c1
 : 1.7% | nt | -1.0% | i | nt | nt | nt | 3.7 | 3.7% | nt | nt
[18] COc1cc(CNCCc2ccc(S(N)(=O)=O)cc2)ccc1OCC(=O)NC1CCCCC1
 : -0.4% | 7.8% | -0.5% | i | 6.8% | 1.1 | 2.6 | 4.1 | 8.5% | -2.1% | 5.4
[19] COc1cc2c(cc1OC)CC(C(=O)NCc1ccccc1)NC2 (stereo not given)
 : -1.2% | nt | -7.0% | i | nt | nt | nt | 0.8 | 1.6% | nt | nt
[20] COc1ccc(C)cc1S(=O)(=O)n1cnc(C)c1
 : 1.0% | nt | -0.6% | i | nt | nt | nt | 0.9 | 3.3% | nt | nt
[21] Cc1cccc(NC(=O)Nc2ccc3c(c2)CCC3)c1
 : 1.8% | nt | -2.6% | i | nt | nt | nt | 1.0 | 2.3% | nt | nt
[22] CCOc1cc(C2C(C#N)=C(N)OC3CCCC(=O)C32)ccc1OCCN1CCOCC1 (stereo not given)
 : 1.5% | 4.4% | 1.1% | i | -4.7% | 1.1 | -1.4 | 0.8 | 3.3% | -0.5% | -5.4
[23] O=C(COC(=O)C12CC3CC(CC(C3)C1)C2)Nc1ccc([N+](=O)[O-])cc1Br
 : 0.8% | -4.8% | 0.2% | i | -5.8% | 1 | -18.9 | 0.6 | 1.8% | 0.1% | -16.4
[24] COc1ccccc1N(C(C)=O)C1SC(=O)N(c2ccccc2)C1=O (stereo not given)
 : 0.7% | -3.9% | -1.5% | i | -6.1% | 0.6 | -2.2 | 0.9 | -9.2% | -2.2% | -11.8
[25] Oc1ccc(Cn2ccnc2)c2cccnc12
 : 0.5% | 7.4% | -8.9% | i | 32.7% | 1.1 | -9.9 | 0.1 | nt | -5.8% | -3.3
[26] CCCc1ccc(S(=O)(=O)NCC2CCCN2CC)cc1 (stereo not given)
 : 0.9% | nt | -0.4% | i | nt | nt | nt | 0.1 | 4.2% | nt | nt
[27] O=C(N/N=C/c1cccc2ccccc12)c1n[nH]c2c1CCCC2
 : 0.5% | 3.4% | 1.5% | + | 0.9% | 1.4 | 19.9 | 6.9* | -5.2% | -4.7% | -2.3
[28] Cc1ccccc1NC(=O)NC1(C(=O)N2CCC(O)CC2)CCCCC1
 : 2.0% | nt | 5.0% | i | nt | nt | nt | 1.0 | -4.2% | nt | nt
[29] CCC1COCCS(=O)(=O)N1Cc1ccccc1F (stereo not given)
 : -0.8% | nt | 10.0% | i | nt | nt | nt | 0.8 | 6.6% | nt | nt
[30] Cc1onc(-c2c(F)cccc2Cl)c1C(=O)NC(=S)NC1CCS(=O)(=O)C1 (stereo not given)
 : 1.8% | -1.0% | 3.5% | i | 3.4% | 1.1 | -17.4 | 0.0 | -8.4% | -7.0% | -6.5
[31] C[C@@]12CC(=O)NC1N(C(=O)c1cccc(C(F)(F)F)c1)C(c1ccccc1OC(=O)c1cccc(C(F)(F)F)c1)C2 (stereo not given in full)
 : 12.9% | 5.8% | -3.6% | i | 10.7% | 1.1 | 8.7 | 0.0 | 1.2% | 3.5% | 20.4
[32] Cc1ccc(S(=O)(=O)NCc2ccncc2)c(C)c1C
 : 0.5% | nt | 6.1% | nt | nt | 1.1 | -15.5 | nt | 9.2% | -4.7% | -5.7
[33] Cn1c(=O)c2ccccc2n(CC(=O)NCCC2=CCCCC2)c1=O
 : 3.7% | nt | -1.2% | i | nt | nt | nt | 2.7 | -8.0% | nt | nt
[34] COc1ccc(OCC(=O)NNC(=O)c2cccc(O)c2)cc1
 : 2.3% | -1.3% | 2.4% | i | 3.1% | 1 | 4.5 | 0.2 | 1.8% | -4.1% | 7.9
[35] Cc1cc(NCC(c2ccccc2)c2ccccc2)n2ncnc2n1
 : -0.1% | 5.7% | -3.4% | i | 6.8% | 1.1 | 1.8 | 0.3 | 2.5% | -2.0% | 3.9
[36] Cc1ccc(-c2csc(/C(C#N)=C(\O)CN3CCN(C(=O)c4ccco4)CC3)n2)cc1
 : 4.2% | -50.2% | -0.5% | i | -3.5% | 1.1 | 1.7 | 1.0 | -6.8% | -0.9% | 5.4
[37] CC(C)OCCCNC(=O)c1ccc(NC(=O)C2CCCO2)cc1 (stereo not given)
 : 0.6% | 1.2% | -6.3% | i | 0.1% | 1 | -12.3 | 0.5 | 2.1% | -3.6% | 2.8
[38] CC(C)CN1CCN(Cc2cccc3nccnc23)CC1CCO (stereo not given)
 : 1.7% | 1.9% | -4.7% | i | 3.6% | 1.1 | 4.7 | 0.8 | -2.2% | -6.3% | 8.6
[39] COc1ccc(NC(=O)c2nnn(Cc3cccc(F)c3)c2N)c(OC)c1
 : -1.4% | 3.1% | -1.2% | i | 3.0% | 1.1 | -4.6 | 1.2 | 12.3% | -5.2% | 6.8
[40] Cc1ccsc1/C=N/NC(=O)CN1CCN(Cc2ccccc2)CC1
 : 2.8% | nt | 27.1% | i | nt | nt | nt | 0.5 | -10.6% | nt | nt
[41] CCOC(=O)C1=C(c2ccccc2)Nc2ncnn2C1c1ccc(C(=O)O)cc1 (stereo not given)
 : -1.8% | nt | 39.9% | i | nt | nt | nt | 0.4 | 0.6% | nt | nt
[42] CCN1C(=O)C2(C(C(=O)c3cc4ccccc4o3)=C(O)C(=O)N2CCCN2CCOCC2)c2ccccc21 (stereo not given)
 : 1.0% | nt | -6.5% | i | nt | nt | nt | 0.4 | -9.1% | nt | nt
[43] N#Cc1ccc(S(=O)(=O)NC2CC2)cc1
 : 0.8% | nt | -6.7% | i | nt | nt | nt | 2.5 | -2.7% | nt | nt
[44] COc1ccc(-c2cc3nc(C)n(N)c(=O)c3s2)cc1
 : 0.5% | nt | 5.3% | i | nt | nt | nt | 0.2 | -5.1% | nt | nt
[45] CC(C)c1nnc(NC(=O)CCC(=O)NC2CCCc3ccccc32)s1 (stereo not given)
 : 0.6% | 3.4% | 4.6% | i | 7.2% | 1.1 | 2.5 | 0.6 | 6.8% | -14.2% | -2.9

Shown tab-delimited: part of the list above.
No.	molecule	RSV CPE inhibition	human PMI inhibitors	SIAH1 antagonists	Myeloid diff 2	PMI inhibitors	TNAP activation fold	WT yeast gro inh mutant strain	Myeloid diff 2 GFP+ MAC1+ %	Salmonella PhoP GFP	XIAP antagonists	WT yeast gro inh
13	CN(C)c1ccc(/C=N/N2CCN(Cc3ccccc3Cl)CC2)cc1	1.0%	nt	-0.6%	i	nt	nt	nt	0.4	-3.0%	nt	nt
14	CCCn1nnc2c(=O)oc3ccccc3c21	2.1%	-4.1%	3.6%	i	2.8%	1	-13.7	0.4	-4.9%	-4.1%	-20.1
15	COc1ccc(N2CC(C(=O)Nc3ccc4c(c3)OCO4)CC2=O)cc1 (stereo not given)	1.1%	13.0%	4.1%	i	11.3%	1.1	-5.7	1.0	1.4%	1.8%	15.7
16	O=C(CCCN1C(=O)/C(=C\c2cccs2)SC1=S)Nc1cc([N+](=O)[O-])ccc1O	-0.6%	nt	-10.5%	i	nt	nt	nt	4.5	-1.1%	nt	nt
17	COc1ccc(OC)c(NC(=O)CCS(=O)(=O)c2cc3c(cc2C)NC(=O)CO3)c1	1.7%	nt	-1.0%	i	nt	nt	nt	3.7	3.7%	nt	nt
